Screening results: PubChem BioAssay, several laboratories
thrombin 1536: human alpha-thrombin inhibitors, primary screen, counter-screen for coagulation protease inhibitor project, biochemical, 1536-well, fluorogenic AMC substrate; Prothrombin (Homo sapiens), P00734; Boc-VPR-AMC fluorogenic substrate cleavage; inhibition, % at 5 µM; 0.26% of 220,000 active; AID 1046, 2008;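 active means inhibition at or above 40%; inactive means inhibition below 40%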;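 further: 0% = enzyme with no compound and 100% = wells without enzyme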
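Material: Human alpha-thrombin protein | Buffer or medium: pH 7.5 Tris-saline with Tween 20 | Reagent: Boc-VPR-AMC substrate, 15 µM final | Schedule: Reaction at ambient temperature | Detection: AMC fluorescence at 355 nm excitation and 460 nm emission | Evaluation: Percent inhibition scaled between no-compound controls and no-enzyme blanks | Controls: no-compound enzyme wells and no-enzyme blanks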
14-3-3 Bad inh: inhibitors of 14-3-3 zeta/Bad binding, primary screen, biochemical, TR-FRET, bovine 14-3-3 zeta. 14-3-3 protein zeta/delta (Bos taurus), P63103. TR-FRET 14-3-3zeta/Dy647-pBad peptide displacement, 1 h. inhibition, % at 21.7 µM. 0.71% of 220,000 active. AID 781, 2007;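 active means inhibition above about 70%, limit read from the data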;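 further: 0% = full 14-3-3 plus peptide FRET controls and 100% = background without 14-3-3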
Cl transport mod: KCC2 cotransporter modulators, thallium flux, primary screen, cell-based, HEK293 KCC2, FluoZin-2 fluorescence, MLSMR | Solute carrier family 12 member 5 (Homo sapiens), Q9H2X9 | KCC2 cells, thallium flux FluoZin-2 fluorescence | B-score of Tl+ flux slope (higher = more flux/activation; lower = inhibition) at 10 µM | 2.2% of 190,000 active | AID 1456, 2008;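 active means thallium flux slope and its plate-corrected score both differing from the plate sample mean at a set confidence after two filtering rounds, in either direction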;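 further: slope of fluorescence scaled to starting intensity during 10 to 20 s after thallium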
hK5 inh: human KLK5 protease inhibitors, primary screen, biochemical, 1536-well; recombinant hK5, fluorogenic AMC substrate cleavage; inhibition, % at 5 µM; 0.59% of 210,000 active;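 active means inhibition of 40% or more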;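 further: 0% = enzyme controls without compound and 100% = no-enzyme blanks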
eIF4E 4G PPI: eIF4E–eIF4G protein interaction inhibitors, primary screen, biochemical, uHTS, TR-FRET, eIF4GI fragment | Eukaryotic translation initiation factor 4E (Mus musculus) + Eukaryotic translation … | TR-FRET eIF4E-eIF4GI(517-606) binding, 2 h | inhibition, % at 21.7 µM | 0.37% of 220,000 active | AID 782, 2007;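 further: 0% = full FRET control wells and 100% = background wells lacking eIF4GI fragment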
Furin inh: human furin inhibitors, primary screen, biochemical, fluorescence intensity; purified furin, fluorogenic substrate cleavage; P09958; inhibition, % at 30 µM; 0.061% of 220,000 active; in the data active means inhibition above about 25%; further: inactives centre near -15
Target sequence (P09958 108-714 limits assumed): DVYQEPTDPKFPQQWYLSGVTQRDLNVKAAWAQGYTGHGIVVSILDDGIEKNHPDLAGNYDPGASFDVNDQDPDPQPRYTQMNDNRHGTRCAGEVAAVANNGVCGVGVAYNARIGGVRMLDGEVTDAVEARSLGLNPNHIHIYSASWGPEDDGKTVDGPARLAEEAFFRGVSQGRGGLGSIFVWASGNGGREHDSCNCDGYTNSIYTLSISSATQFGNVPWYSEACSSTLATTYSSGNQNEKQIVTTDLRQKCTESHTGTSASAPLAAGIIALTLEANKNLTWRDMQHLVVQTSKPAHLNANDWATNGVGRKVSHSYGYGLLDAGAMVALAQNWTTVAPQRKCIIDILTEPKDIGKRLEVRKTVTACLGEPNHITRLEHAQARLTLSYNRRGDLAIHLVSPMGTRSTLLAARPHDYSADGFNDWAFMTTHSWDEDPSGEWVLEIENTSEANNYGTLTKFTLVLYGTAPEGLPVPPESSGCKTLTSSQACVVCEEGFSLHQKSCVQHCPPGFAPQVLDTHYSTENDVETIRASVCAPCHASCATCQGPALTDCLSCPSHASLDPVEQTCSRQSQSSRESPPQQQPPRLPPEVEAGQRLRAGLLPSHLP
EBV gp42 block: Epstein-Barr virus gp42 inhibitors, primary screen, biochemical, uHTS, fluorescence polarization | inhibition, % (tested at 21.74 µM) | Fluorescence polarization binding assay, mP read-out | 0.42% of 220,000 active; in the data active means inhibition above about 50%
Rad51 HR inh: human RAD51 strand exchange inhibitors, primary screen, biochemical, fluorescence. DNA repair protein RAD51 homolog 1 (Homo sapiens), Q06609. hRad51 DNA strand exchange, fluorescence dequenching. inhibition, % at 10 µM. 0.085% of 200,000 active;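 active means inhibition above 40% at the single screening dose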;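 further: 0% = DMSO control wells and 100% = blanks with heterologous ssDNA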
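Test system – preformed human Rad51 ssDNA filaments · Reagent – Donor/quencher-labelled 47-bp dsDNA substrate · Incubation – 37 °C 15-min filament assembly, 30-min compound preincubation, 15-min exchange · Signal – FRET fluorescence dequenching, excitation 485 nm, emission 520 nm · Read-out – percent inhibition from fluorescence, normalised to plate control and blank means · Benchmarks – plate control and blank wells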
NCF1 inh: p47phox/p22phox peptide binding inhibitors, primary screen, biochemical, uHTS, NADPH oxidase regulatory subunit; Neutrophil cytosol factor 1 (Homo sapiens), P14598; fluorescence polarization, 2 h; inhibition, % at 24.7 µM; 0.53% of 220,000 active; AID 1274, 2008;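 further: 0% = p47phox with labelled peptide and 100% = labelled peptide alone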
Target sequence (P14598 whole entry, looked up): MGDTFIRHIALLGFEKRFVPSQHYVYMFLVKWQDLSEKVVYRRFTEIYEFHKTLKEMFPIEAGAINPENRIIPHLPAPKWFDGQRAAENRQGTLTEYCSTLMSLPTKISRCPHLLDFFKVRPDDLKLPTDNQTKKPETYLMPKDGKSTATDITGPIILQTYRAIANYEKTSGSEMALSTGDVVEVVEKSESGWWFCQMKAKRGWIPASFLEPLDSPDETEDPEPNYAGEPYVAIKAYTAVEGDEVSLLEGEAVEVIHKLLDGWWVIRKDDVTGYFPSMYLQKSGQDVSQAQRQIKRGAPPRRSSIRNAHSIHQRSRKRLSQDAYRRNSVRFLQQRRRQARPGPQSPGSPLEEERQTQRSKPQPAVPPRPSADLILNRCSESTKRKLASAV
Numbers without * were called inactive; i = inactive; x = no result given; [ ] = dose if it differs, or a comment.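 How the source made its calls, unless noted: active means inhibition above about 30% (limit read from the data); inactive means the rest.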 Rows are unselected. About 4.7% of those tested had a hit in this group.

molecule	thrombin 1536	14-3-3 Bad inh	Cl transport mod	hK5 inh	eIF4E 4G PPI	Furin inh	EBV gp42 block	Rad51 HR inh	NCF1 inh
COc1ccccc1NC(=O)c1ccc(NC(=O)CSc2ncccn2)cc1	-4.5	-11.8	0.294	-3.6	0.1	-19.2	-4.3	11.0	-11.8
CN1CCN(CC(=O)N2c3ccccc3C(C)(c3ccc(Cl)cc3)CC2(C)C)CC1 (stereo unspecified)	0.1	-19.2	x	-27.1	0.7	-22.0[20 µM]	0.6	-2.2	-6.8
Cc1ccc(SCCNC(=O)c2ccc(CN3CCOCC3)cc2)cc1	-1.5	-7.7	-0.00141	-10.0	3.4	-16.4	0.4	-93.2	2.0
O=Cc1ccc(OCc2cccc(C(F)(F)F)c2)cc1O	-1.1	5.6	-0.00768	0.9	5.3	-14.8	1.4	8.7	0.8
O=C(CCNS(=O)(=O)c1cccs1)N1CCCCCC1	0.7	6.3	0.124	-2.7	38.0*	-5.7	-7.8	-5.8	-6.2
O=C(O)CNCC1COc2ccccc2O1 (stereo unspecified)	3.2	54.2[fluorescence artefact?]	0.946	-17.1	6.8	-12.5	-3.1	0.4	0.2
COc1ccc(NC(=O)COc2ccc(C)cc2)c([N+](=O)[O-])c1	5.8	-16.0	-0.667	-6.6	3.2	-28.3	4.8	25.7	-7.3
C=CCn1c(=S)sc2c(=O)[nH]c(C)nc21	-6.0	-5.2	-0.647	-1.8	3.2	-2.8	-0.4	-6.0	-23.3
CC(C)(C)NC(=O)Cn1c(=O)n(CC(=O)NC(C)(C)C)c2ccccc21	-2.9	-5.9	1.58	-1.0	-3.9	3.0	-0.3	x	-1.4
O=C1OC(c2ccccc2)=C/C1=C/N1CCOCC1	3.0	-1.4	-0.0147	-12.5	3.8[fluorescence artefact?]	4.3[20 µM]	-5.9	6.5	-3.7
CC(c1ccccc1)C(Cc1nc2ccccc2[nH]1)c1nc2ccccc2[nH]1 (stereo unspecified)	-13.1	-19.7	-0.0759	-9.6	2.0	-14.3	5.4	2.8	-23.0
CC(C)Nc1c([N+](=O)[O-])c(=O)oc2ccccc12	-0.7	-10.5	1.02	2.2	-2.7	-14.3	5.1	6.0	-5.2
C/C(=N\NC(=O)C1CC1c1ccccc1)c1cccc([N+](=O)[O-])c1 (stereo unspecified)	-1.9	10.7	0.952	10.8	-2.5	-13.1[20 µM]	-3.0	-5.1	9.6
CC(C)OC(=O)CSc1nnnn1-c1ccc2c(c1)OCCO2	-1.4	4.9	-0.242	1.9	3.1	-23.5[20 µM]	-6.8	1.6	-3.8
CCC(=O)Nc1nonc1-c1nc2ccccc2n1Cc1cccc2ccccc12	0.2	-9.7	-1	-7.5	1.0	-19.4[20 µM]	-29.9	1.9	-64.1
S=C(NCCCN1CCOCC1)N1CCN(c2nc(-c3ccccc3)cs2)CC1	-4.0	-5.0	-2.53	6.4	-1.9	-21.1	-9.0	-30.6	3.6
Cc1cc(C)n(-c2nc3ccccc3nc2Nc2ccc3c(c2)OCO3)n1	2.8	11.2	-0.269	-2.6	-3.5	-11.1	-5.2	-2.8	-10.6
CN1CCN(c2ccc(CNC(=O)c3cc4ccccc4o3)cc2)CC1	-6.8	-1.4	0.401	-3.0	1.7	-13.3	-15.3	13.7	-12.8
Cc1ccc(C)n1Cc1ccccc1Cl	-4.7	-12.6	0.498	x	2.1	-28.8	-16.8	x	-39.9
Cc1cc(C)cc(NC(=O)C2(c3cccs3)CCOCC2)c1	-8.8	-2.0	0.112	-2.0	2.7[fluorescence artefact?]	-19.2	-1.9	-4.3	-3.0

Some of these compounds in order of their number in Cl transport mod, highest first:
SMILES	14-3-3 Bad inh	Cl transport mod	hK5 inh	eIF4E 4G PPI	Furin inh	EBV gp42 block	NCF1 inh
COc1ccccc1NC(=O)c1ccc(NC(=O)CSc2ncccn2)cc1	-11.8	0.294	-3.6	0.1	-19.2	-4.3	-11.8
O=C(CCNS(=O)(=O)c1cccs1)N1CCCCCC1	6.3	0.124	-2.7	38.0*	-5.7	-7.8	-6.2
O=Cc1ccc(OCc2cccc(C(F)(F)F)c2)cc1O	5.6	-0.00768	0.9	5.3	-14.8	1.4	0.8

Other compounds:
molecule	thrombin 1536	14-3-3 Bad inh	Cl transport mod	hK5 inh	eIF4E 4G PPI	Furin inh	EBV gp42 block	Rad51 HR inh	NCF1 inh
CCOC(=O)Cn1c(=O)oc2cc(S(=O)(=O)NCCc3ccc(OCC)c(OCC)c3)ccc21	-15.8	-3.2	-0.0297	-11.9	-3.3	-10.4	-14.0	10.8	102.9*
CC(=O)Nc1ccccc1C(=O)N1CC2(C)CC1CC(C)(C)C2 (stereo unspecified)	-0.3	-1.3[fluorescence artefact?]	-0.312	-4.6	-2.9	-11.5[20 µM]	-5.2	-0.9	-1.6
Cc1cc(C)c(S(=O)(=O)c2ccccc2)c(OC(=O)c2c(Cl)cccc2Cl)n1	4.7	1.6[fluorescence artefact?]	-1.23	3.8	1.4	-18.1[20 µM]	-3.5	x	-16.2
C/C(N)=C(/C#N)C(=O)CSc1nnc(COc2cc(C)ccc2C)o1	5.3	-16.2[fluorescence artefact?]	0.0132	-11.4	5.2	-8.1[20 µM]	-23.2	-5.0	-21.6
Cc1nc([N+](=O)[O-])nn1C12CC3CC(CC(Br)(C3)C1)C2	-4.0	7.9	0.146	-27.8	-4.2	-20.4[20 µM]	-9.4	-6.4	-4.1
COc1ccc(-c2nn(C)c(=O)c3ccccc23)cc1NC(=O)COc1ccc(C)cc1	-3.1	47.3[fluorescence artefact?]	0.918	16.8	-11.8	-7.7[20 µM]	-27.7	-3.1	-73.3
CCOC(=O)c1ccc(NC(=S)N2CCCC2)cc1	-1.1	-6.4	1.8	x	1.5	-16.3	-7.7	x	0.8
O=C(CN1C(=O)c2ccccc2C1=O)Nc1nccs1	0.7	-3.2	i	4.0	0.2	-15.6	-21.6	-2.8	-3.9
NC(=O)C1CCN(C(=O)CSc2ccsc2[N+](=O)[O-])CC1	-7.3	-11.7	-0.552	-5.3	1.3	-12.8	0.6	15.9	-4.0
CC(C(=O)N1c2ccc(F)cc2CCC1C)N1C(=O)c2ccccc2C1=O (stereo unspecified)	5.4	2.5	0.723	-1.3	-7.0	-2.6[20 µM]	-10.3	1.4	-0.4
COc1ccc(N2CCN(C(=O)CN=C3NS(=O)(=O)C(c4ccc(C)cc4)=C3C)CC2)cc1	-0.9	-14.8	0.633	-17.4	24.9	-24.6	-11.1	-3.5	-2.8
COc1ccc(NC(=O)Cc2c(Cl)cccc2Cl)cn1	2.4	-8.0	0.324	-5.5	-0.5	-11.0	-25.0	22.7	-7.5
COc1ccc(C(=O)Nc2ccc(S(=O)(=O)Nc3onc(C)c3C)cc2)cc1	-0.5	4.6	1.14	-0.1	-4.1	-15.9[20 µM]	-10.6	8.8	-7.5
CC(=O)NCc1ccc(S(=O)(=O)NC(C(=O)O)C(C)C)cc1 (stereo unspecified)	-4.8	-13.3	-0.447	4.4	-1.2	-11.0	-14.3	-0.9	-4.2
CN(C)/C=C(\C#N)S(=O)(=O)C(C)(C)C	-5.4	-6.2	0.253	-0.1	-0.5	-27.4	-13.4	-2.1	-6.4
O=C(O)c1cccc2c(-c3ccccc3)c(-c3ccccc3)[nH]c12	-6.5	7.9	8.57*	0.7	4.9	-15.7	4.3	-0.7	-11.5
Cc1cccc(C)c1OCC(=O)NCc1nnc(SCC(=O)NC2CCCCC2C)n1C (stereo unspecified)	-1.9	20.7[fluorescence artefact?]	x	-17.4	-7.2[fluorescence artefact?]	-23.1[20 µM]	-67.6	0.2	-5.9
CC(Nc1n[nH]c(=O)[nH]c1=O)C(=O)N/N=C/c1cccs1 (stereo unspecified)	2.8	-8.8	0.128	2.8	-1.2	-16.2	4.2	3.9	-7.7
Cc1c(NC(=O)CCC2CCCCC2)c(=O)n(-c2ccccc2)n1C	0.5	4.3[fluorescence artefact?]	x	-6.3	11.2[fluorescence artefact?]	-6.7	-11.9	5.2	0.6
O=C(Nc1cccc(Cl)c1)C1CCCN(S(=O)(=O)c2ccc(F)cc2)C1 (stereo unspecified)	6.2	-2.7	0.229	7.2	9.1	-6.9[20 µM]	-1.9	0.3	-10.0
CC(=O)N1CCc2c(sc(NC(=O)C3CC3)c2-c2nc3ccccc3s2)C1	-2.9	-9.4[fluorescence artefact?]	-1.56	-8.4	-2.9	-3.6	11.7	-7.3	-107.5
O=C(C/C=N/OCc1c(Cl)cccc1Cl)c1ccc(Cl)cc1	-20.1	0.1	-0.329	-2.6	0.5	-16.4	-9.2	2.4	-3.3
c1ccc2c(c1)CCN2CCN1CCc2ccccc21	-4.2	-4.6	0.211	0.7	11.6	-16.5	-4.7	-3.4	-0.1
COc1ccc(C(=O)Nc2ccc(C)cn2)c(OC)c1	9.4	-8.1	1.1	-31.0	4.8	-3.4[20 µM]	-8.7	1.8	-4.6
CCc1ccc(C(C)NC(=O)/C=C/c2ccc(Br)cc2)cc1 (stereo unspecified)	-6.7	-2.1	-0.267	-18.4	-7.8	-12.4[20 µM]	35.7	4.4	-9.7
Cc1nc(SC2CCOC2=O)c2c(C)c(C)sc2n1 (stereo unspecified)	0.5	0.8	7.08*	-12.3	8.6	-19.1	-2.8	-6.7	0.9
Cc1ccc(N2CCN(/N=C/c3ccccc3[N+](=O)[O-])CC2)cc1	-1.1	-8.4	-0.698	x	-0.7	-21.8	0.1	x	-11.5
c1ccc2c(c1)Nc1ccncc1S2	-3.6	-1.9	-0.419	-7.2	14.4	-15.7	-5.4	2.4	3.7
COc1ccc(C(=O)NCc2nnc(SCC(=O)NCc3ccc(F)cc3)o2)cc1	0.8	-0.9	0.831	-14.6	1.2[fluorescence artefact?]	-21.9[20 µM]	-18.4	2.6	-13.8
